OPRM1-OPRD1 ag: OPRM1-OPRD1 heterodimerization agonism; P35372+P41143; cells, luminescence; activation, % at 9.3 µM; 340,000 tested, 0.3% active; in the data active = activation above about 18%;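 note: 0% = vehicle-treated cells and 100% = reference agonist; values of inactives mirror those of a sister screen read the other way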
Target sequence (P35372 whole entry, looked up): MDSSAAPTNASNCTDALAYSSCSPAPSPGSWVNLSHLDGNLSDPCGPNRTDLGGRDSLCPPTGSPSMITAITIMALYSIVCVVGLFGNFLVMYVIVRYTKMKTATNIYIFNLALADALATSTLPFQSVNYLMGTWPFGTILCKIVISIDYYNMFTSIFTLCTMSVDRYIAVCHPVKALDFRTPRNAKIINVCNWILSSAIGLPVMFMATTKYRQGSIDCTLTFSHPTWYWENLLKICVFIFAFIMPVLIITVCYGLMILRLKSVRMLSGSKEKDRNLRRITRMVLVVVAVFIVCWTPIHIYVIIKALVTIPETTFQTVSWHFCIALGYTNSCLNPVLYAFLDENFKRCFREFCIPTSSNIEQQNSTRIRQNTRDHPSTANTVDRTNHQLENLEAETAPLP
Target sequence (P41143 whole entry, looked up): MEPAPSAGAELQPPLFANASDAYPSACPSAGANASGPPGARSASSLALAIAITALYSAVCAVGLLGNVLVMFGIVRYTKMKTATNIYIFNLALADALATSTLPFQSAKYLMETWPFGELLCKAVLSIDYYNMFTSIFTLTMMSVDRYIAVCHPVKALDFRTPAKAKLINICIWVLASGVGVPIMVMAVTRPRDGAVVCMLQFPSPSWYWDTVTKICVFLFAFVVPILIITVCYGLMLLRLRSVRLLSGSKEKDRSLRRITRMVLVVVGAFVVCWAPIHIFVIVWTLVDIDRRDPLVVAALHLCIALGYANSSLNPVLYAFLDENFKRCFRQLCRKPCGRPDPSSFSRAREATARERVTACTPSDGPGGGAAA
Pemphigus Ab inh: blocks pemphigus antibody binding to human desmoglein-3 | P32926 | DSG3-coupled beads, scFv-anti-DSG3-GFP binding, flow cytometry; active compounds read low | binding (percent of control), % at 10 µM | 310,000 tested, 0.48% active;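 active = binding more than 3 SD below its plate's average and above zero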;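 note: hits lower antibody fragment binding to DSG3; some compounds called inactive have numbers as strong as hits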
Ecoli viability: counter-screen for AddAB inhibitors: E. coli growth inhibition | inhibition, % at 11.9 µM | AID 449728 | E. coli V3065 growth, OD600 absorbance, 18 h | 330,000 tested, 0.27% active;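 active = inhibition above the campaign's mean inhibition across all tested compounds plus 3 SD, cut at about 9.9% in these data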;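 note: uninfected addAB+ strain grown without phage in ampicillin broth; 0% = DMSO wells and 100% = ciprofloxacin 0.95 µg/ml wells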
MOR-DOR inv ag: inverse agonist of human OPRM1-OPRD1 heterodimerization. 340,000 tested, 0.21% active. inhibition, % at 9.3 µM. cell-based MOR-DOR heterodimer luminescence, inverse agonism. P35372+P41143; in the data active = inhibition above about 22%, passing the limit was not always enough;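 note: 0% = cells with DMSO and 100% = wells without cells with DMSO; values of inactives mirror those of a sister screen read the other way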
SUMO Mot1 rescue: SUMOylation pathway inhibition by Mot1-301 growth rescue | S. cerevisiae Mot1-301 growth rescue, ATP luminescence, 38.5C; percent above DMSO median, 100 means doubled | growth rescue, % at 18.8 µM | 320,000 tested, 1% active | AID 2716;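 active = every valid replicate shows activation above 250% relative to neutral control wells; inactive = the rest, any valid replicate at or below 250%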;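 note: OY570 slx delta 5 strain wells were the positive control but not used for scaling; some compounds called inactive have numbers as strong as hits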
HTR5A inv ag: inverse agonist of human HTR5A in OPRM1-OPRD1 counter-screen. HTR5A cell line, luminescence, inverse agonism. inhibition, % at 9.3 µM. 340,000 tested, 0.083% active. AID 504634; in the data active = inhibition mostly above about 23%, no sharp cut-off; inactive = mostly below about 18%;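 note: 0% = cells with DMSO and 100% = no-cell wells with DMSO; some compounds called inactive have numbers as strong as hits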
PKA-R1A act: activates the PKA-R1A holoenzyme complex; P00514+P68181; PKA-R1A dissociation, Cy5-IP20 fluorescence polarization; scaled: DMSO 0%, 113 µM cGMP 100%; activation, % at 11.4 µM; 340,000 tested, 0.083% active; AID 504707;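 active = percent activation above the mean of all tested compounds plus 3 SD, cut at about 19% in these data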;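 note: higher means more PKAc released from R1A so a rise in polarization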
PfHsp90 set2: reduces growth (ATP signal) of yeast expressing P. falciparum Hsp90; S. cerevisiae expressing PfHsp90, BacTiter-Glo ATP, 48 h; yeast lacking PDR1 and PDR3 efflux regulators; inhibition, % at 9.4 µM; 310,000 tested, 0.32% active; AID 504621;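 active = every replicate shows inhibition above about 80%, whatever the replicate mean, limit read from the data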;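 note: 0% = DMSO neutral controls and 100% = 20 µM radicicol positive controls; yeast relying on Plasmodium falciparum Hsp90 in place of its own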
AddAB inh: less growth of phage-infected E. coli with AddAB; AID 435030; inhibition, % at 11.9 µM; E. coli expressing H. pylori AddAB, absorbance growth; 330,000 tested, 0.29% active; in the data active = inhibition above about 12%;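 note: 0% = vehicle wells of infected cells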
phage Ecoli inh: E. coli growth loss with phage present; growth absorbance; inhibition, % at 11.9 µM; 360,000 tested, 0.26% active; AID 651602; in the data active = inhibition above about 11%
HTR5A ag: HTR5A agonism, opioid heterodimer counter-screen; 340,000 tested, 0.61% active; activation, % at 9.3 µM; P47898; HTR5A agonist assay, luminescence, cell-based; in the data active = activation mostly above about 9.5%, no sharp cut-off; inactive = mostly below about 7.6%;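 note: 0% = cells with vehicle only and 100% = reference agonist; strong numbers were not always called active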
* marks the source's active call; other numbers are inactive results.

CCNC(=O)[C@H]1O[C@@H](n2cnc3c(N)nc(NCCc4ccc(CCC(=O)O)cc4)nc32)[C@H](O)[C@@H]1O was read as OPRM1-OPRD1 ag -0.1, Pemphigus Ab inh 103, Ecoli viability -1.3, MOR-DOR inv ag 0, SUMO Mot1 rescue -7, HTR5A inv ag 14, PKA-R1A act -7, PfHsp90 set2 9, AddAB inh -4.6, phage Ecoli inh 0.8 and HTR5A ag -4.
Cc1ccc(C)c(Cn2nc3c4ccccc4n(Cc4ccccc4)cc-3c2=O)c1 was read as OPRM1-OPRD1 ag -1.5, Pemphigus Ab inh 96, MOR-DOR inv ag 8, HTR5A inv ag -5, PKA-R1A act -3, PfHsp90 set2 4, phage Ecoli inh -1.7 and HTR5A ag 1.
CC(NC(=O)Nc1nccs1)(C(F)(F)F)C(F)(F)F was read as OPRM1-OPRD1 ag 1.4, Pemphigus Ab inh 106, Ecoli viability 3.2, MOR-DOR inv ag -8, SUMO Mot1 rescue 67, HTR5A inv ag 16, PKA-R1A act -18, PfHsp90 set2 -7, AddAB inh 0.2, phage Ecoli inh 3.6 and HTR5A ag 6.
CCN(Cc1ccncc1)C(=O)CCc1nnc(CCC2CCCCC2)o1 was read as OPRM1-OPRD1 ag -0.1, Pemphigus Ab inh 97, Ecoli viability -2.6, MOR-DOR inv ag 1, SUMO Mot1 rescue 4, HTR5A inv ag -7, PKA-R1A act 0, PfHsp90 set2 -9, AddAB inh 0.3, phage Ecoli inh 3.4 and HTR5A ag 3.
CCOC(=O)C1(Cc2cccc(Cl)c2)CCCN(C(=O)c2cnn(CC)c2)C1 (stereo not given) was read as OPRM1-OPRD1 ag -0.9, Pemphigus Ab inh 98, Ecoli viability 0.2, MOR-DOR inv ag 6, SUMO Mot1 rescue 1, HTR5A inv ag -16, PKA-R1A act -12, PfHsp90 set2 13, AddAB inh 0.6, phage Ecoli inh 0.1 and HTR5A ag 1.
Screening CCc1ccc(NC(=O)[C@H](Cc2ccccc2)NC(=O)C2CCN(C(=O)[C@@H](N)CC(C)C)CC2)cc1 returned OPRM1-OPRD1 ag -1.2, Pemphigus Ab inh 100, Ecoli viability 0.0, MOR-DOR inv ag 6, SUMO Mot1 rescue 0, HTR5A inv ag 4, PKA-R1A act 1, PfHsp90 set2 0, AddAB inh 1.5, phage Ecoli inh 0.4 and HTR5A ag 4.
CC(Sc1ccccc1)C(=O)NN=C1CCCCCCC1 (stereo not given) was read as OPRM1-OPRD1 ag -3.2, Pemphigus Ab inh 101, Ecoli viability -3.7, MOR-DOR inv ag 17, SUMO Mot1 rescue -4, HTR5A inv ag 0, PKA-R1A act 1, PfHsp90 set2 -3, AddAB inh 0.8, phage Ecoli inh 5.5 and HTR5A ag 0.
Screening O=C(NCc1ccco1)C(Cc1ccccc1)N1C(=O)C2C3C=CC(C3)C2C1=O (stereo not given) returned OPRM1-OPRD1 ag -0.2, Ecoli viability 0.8, MOR-DOR inv ag 1, SUMO Mot1 rescue -9, HTR5A inv ag -9, PKA-R1A act -6, PfHsp90 set2 -7, AddAB inh 0.5, phage Ecoli inh 2.1 and HTR5A ag 3.
`CCOc1ccc(S(=O)(=O)NCc2ccco2)c2ccccc12` gave OPRM1-OPRD1 ag 0.0, Pemphigus Ab inh 101, Ecoli viability 2.4, MOR-DOR inv ag 0, SUMO Mot1 rescue -19, HTR5A inv ag 12, PKA-R1A act -14, PfHsp90 set2 -13, AddAB inh 2.4, phage Ecoli inh 3.3 and HTR5A ag 5.
O=C(c1ccc2oc(CCCc3ccccc3)nc2c1)N1CCCC1 was read as OPRM1-OPRD1 ag -1.7, Pemphigus Ab inh 101, Ecoli viability -0.5, MOR-DOR inv ag 9, SUMO Mot1 rescue 5, HTR5A inv ag 8, PKA-R1A act -9, PfHsp90 set2 -19, AddAB inh -1.3, phage Ecoli inh 1.1 and HTR5A ag 2.
For COCCNC(=O)NC(=O)CN1C(=O)NC(Cc2c[nH]c3ccccc23)C1=O (stereo not given) the results were OPRM1-OPRD1 ag 0.5, Pemphigus Ab inh 108, Ecoli viability -1.3, MOR-DOR inv ag -4, SUMO Mot1 rescue 2, HTR5A inv ag 13, PKA-R1A act 7, PfHsp90 set2 8, AddAB inh 3.1, phage Ecoli inh 0.3 and HTR5A ag 3.
For CNC(=O)CN(c1cccc(Br)c1)S(C)(=O)=O the results were OPRM1-OPRD1 ag -1.5, Pemphigus Ab inh 64, Ecoli viability -1.6, MOR-DOR inv ag 8, SUMO Mot1 rescue 4, HTR5A inv ag 2, PKA-R1A act -2, PfHsp90 set2 2, AddAB inh 1.9, phage Ecoli inh 3.6 and HTR5A ag 4.
Screening CN(c1cccc(Cl)c1)S(=O)(=O)c1cccc(C(=O)Nc2nc3ccccc3[nH]2)c1 returned OPRM1-OPRD1 ag 2.5, Pemphigus Ab inh 104, Ecoli viability -0.7, MOR-DOR inv ag -13, SUMO Mot1 rescue 12, HTR5A inv ag 15, PKA-R1A act 4, PfHsp90 set2 16, AddAB inh 3.4, phage Ecoli inh 2.7 and HTR5A ag 10.
O=C(O)c1c2c(nc3ccc(S(=O)(=O)N4CCC(C(=O)N5CCCCC5)CC4)cc13)CCCC2 was read as OPRM1-OPRD1 ag -1.0, Pemphigus Ab inh 100, Ecoli viability -3.4, MOR-DOR inv ag 6, SUMO Mot1 rescue -1, HTR5A inv ag -4, PKA-R1A act 5, PfHsp90 set2 -4, AddAB inh -0.6, phage Ecoli inh 2.2 and HTR5A ag 1.
Screening CC(C)(C)C1CCC(OC(=O)c2cncc(Br)c2)CC1 (stereo not given) returned OPRM1-OPRD1 ag -1.1, Pemphigus Ab inh 101, Ecoli viability 0.7, MOR-DOR inv ag 5, SUMO Mot1 rescue -6, HTR5A inv ag -2, PKA-R1A act -2, PfHsp90 set2 27, AddAB inh 0.4, phage Ecoli inh 2.0 and HTR5A ag 1.
Screening Cc1ccc(-n2cc(CNCCc3cscn3)c(-c3ccc(F)cc3)n2)cc1 returned OPRM1-OPRD1 ag 9.0, Pemphigus Ab inh 105, Ecoli viability -3.7, MOR-DOR inv ag -47, SUMO Mot1 rescue 228, HTR5A inv ag -6, PKA-R1A act -9, PfHsp90 set2 2, AddAB inh -0.1, phage Ecoli inh 5.1 and HTR5A ag 2.
CC(C)NC(=O)c1c(CSc2ccccc2)noc1C(=O)NCc1ccccc1 was read as OPRM1-OPRD1 ag 3.0, Pemphigus Ab inh 100, Ecoli viability -0.3, MOR-DOR inv ag -17, SUMO Mot1 rescue -16, HTR5A inv ag -29, PKA-R1A act -1, AddAB inh 4.1, phage Ecoli inh 2.1 and HTR5A ag 2.
`Cc1sc2c(c1C)c(=O)n(-c1ccccc1)c1nnc(C)n21` gave OPRM1-OPRD1 ag 0.4, Pemphigus Ab inh 99, Ecoli viability -2.7, MOR-DOR inv ag -2, SUMO Mot1 rescue -1, HTR5A inv ag 0, PKA-R1A act 15, PfHsp90 set2 -7, AddAB inh 0.0, phage Ecoli inh 2.0 and HTR5A ag 0.
`COc1ccccc1CNC(=O)CCS(=O)(=O)c1ccc2c(c1)CCN2C(C)=O` gave OPRM1-OPRD1 ag -3.4, Pemphigus Ab inh 101, Ecoli viability -0.1, MOR-DOR inv ag 17, SUMO Mot1 rescue 8, HTR5A inv ag -18, PKA-R1A act 2, PfHsp90 set2 -22, AddAB inh -0.5, phage Ecoli inh 2.5 and HTR5A ag 3.
For COc1ccc(OC)c(-c2cc(C(=O)Nc3cc(C)on3)no2)c1 the results were OPRM1-OPRD1 ag 13, Pemphigus Ab inh 98, Ecoli viability -2.5, MOR-DOR inv ag -72, SUMO Mot1 rescue -6, HTR5A inv ag 0, PKA-R1A act -12, AddAB inh 0.0, phage Ecoli inh 0.9 and HTR5A ag 1.
CCc1ccc(CN(C)C(=O)CCc2nnc(-c3ccc(-c4ccccc4)cc3)o2)nc1 was read as OPRM1-OPRD1 ag -1.7, Pemphigus Ab inh 99, Ecoli viability 0.5, MOR-DOR inv ag 9, SUMO Mot1 rescue 259, HTR5A inv ag -6, PKA-R1A act -1, PfHsp90 set2 -15, AddAB inh -2.1, phage Ecoli inh 2.0 and HTR5A ag 3.
CCOCCc1c(O)nc(SCCOc2ccc(C)c(C)c2)[nH]c1=O was read as OPRM1-OPRD1 ag -0.8, Pemphigus Ab inh 97, Ecoli viability -0.1, MOR-DOR inv ag 4, HTR5A inv ag -6, PKA-R1A act -7, PfHsp90 set2 7, AddAB inh 2.6, phage Ecoli inh 1.4 and HTR5A ag 3.
COCC(=O)OCC(=O)Nc1ccc(Cl)cc1[N+](=O)[O-] was read as OPRM1-OPRD1 ag 1.2, Pemphigus Ab inh 98, Ecoli viability -1.2, MOR-DOR inv ag -6, SUMO Mot1 rescue 1, HTR5A inv ag 22, PKA-R1A act 10, PfHsp90 set2 20, AddAB inh 0.9, phage Ecoli inh 3.2 and HTR5A ag 0.
O=C(OC(c1ccccc1)c1nccc2ccccc12)c1ccccc1 (stereo not given) was read as OPRM1-OPRD1 ag -2.3, Pemphigus Ab inh 91, MOR-DOR inv ag 12, HTR5A inv ag -1, PKA-R1A act 0, PfHsp90 set2 -14, phage Ecoli inh 2.5 and HTR5A ag 0.
For C=CCN(C(=O)c1csnn1)C(C(=O)NCc1ccc(F)cc1)c1cccs1 (stereo not given) the results were OPRM1-OPRD1 ag -1.6, Ecoli viability -0.5, MOR-DOR inv ag 10, SUMO Mot1 rescue -18, HTR5A inv ag -9, PKA-R1A act 8, PfHsp90 set2 -15, AddAB inh 2.9, phage Ecoli inh 1.1 and HTR5A ag 3.
For CN1C(=O)C2(Nc3ccccc3-c3nc4ccccc4n32)c2ccccc21 (stereo not given) the results were Pemphigus Ab inh 98, Ecoli viability 0.9, SUMO Mot1 rescue 3, PKA-R1A act 5, PfHsp90 set2 6, AddAB inh 2.8 and phage Ecoli inh 1.4.
O=C(O)CCCc1ccc2ccc3cccc4ccc1c2c34 was read as OPRM1-OPRD1 ag -3.9, Pemphigus Ab inh 112, Ecoli viability 0.5, MOR-DOR inv ag 18, SUMO Mot1 rescue -5, HTR5A inv ag -6, PKA-R1A act -19, PfHsp90 set2 -23, AddAB inh -0.5, phage Ecoli inh 0.2 and HTR5A ag 2.
`CCN(CC)CCCN(Cc1cc2cc3c(cc2[nH]c1=O)OCO3)C(=S)NCCCN(C)C` gave OPRM1-OPRD1 ag -0.7, Pemphigus Ab inh 114, Ecoli viability 0.6, MOR-DOR inv ag 4, SUMO Mot1 rescue 880*, HTR5A inv ag 12, PKA-R1A act 1, PfHsp90 set2 -28, AddAB inh 0.5, phage Ecoli inh 2.8 and HTR5A ag 3.
c1ccc(CN(Cc2ccccc2)c2c3c(nc4ncnn24)CCC3)cc1 was read as OPRM1-OPRD1 ag -1.9, Ecoli viability 0.8, MOR-DOR inv ag 10, SUMO Mot1 rescue -17, HTR5A inv ag 1, PKA-R1A act -7, PfHsp90 set2 -6, AddAB inh 1.6, phage Ecoli inh 0.5 and HTR5A ag 0.

Bioassay records: PubChem BioAssay, several laboratories

Hits appear at their usual frequency. About 3.2% of those tested had a hit in this group.
